Kir21 block: inhibitors of mouse Kir2.1 inward-rectifier potassium channel | HEK293-Kir2.1, FluxOR thallium flux fluorescence; hits give low values | B-score at 10 µM | AID 1672, 2009 | 310,000 compounds, 0.85% hits;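 active means fluorescence ratio B-score at or below minus 3 SD of library scores, with starting-brightness B-score within 2 SD, cut at about -4.2 in these data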;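 further: channel flux triggered by added potassium and thallium sulfate stimulus; B-score of peak minus minimum fluorescence over baseline after thallium stimulus; more negative B-score means stronger Kir2.1 block with less thallium influx; some compounds called inactive have numbers as strong as hits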
Target sequence (P35561 whole entry, looked up): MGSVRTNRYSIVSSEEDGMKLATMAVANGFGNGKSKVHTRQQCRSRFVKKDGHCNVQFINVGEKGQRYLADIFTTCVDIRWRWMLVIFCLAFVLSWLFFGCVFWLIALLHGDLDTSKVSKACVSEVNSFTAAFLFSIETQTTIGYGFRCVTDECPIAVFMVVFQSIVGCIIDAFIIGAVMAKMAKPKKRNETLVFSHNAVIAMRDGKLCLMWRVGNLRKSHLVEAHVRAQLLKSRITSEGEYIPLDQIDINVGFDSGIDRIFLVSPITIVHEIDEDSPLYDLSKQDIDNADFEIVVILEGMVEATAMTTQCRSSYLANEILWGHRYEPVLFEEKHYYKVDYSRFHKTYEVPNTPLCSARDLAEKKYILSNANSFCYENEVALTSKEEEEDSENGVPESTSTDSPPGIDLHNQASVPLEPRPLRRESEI
STK33 inh: inhibitors of purified STK33 kinase, primary screen, biochemical, ADP-Glo luminescence, homogeneous, cell-free; Serine/threonine-protein kinase 33 (Homo sapiens), Q9BYT3; MBP phosphorylation; inhibition, % at 10 µM; 320,000 compounds, 0.073% hits; AID 2661, 2010;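 active means inhibition at or above 25%, using the most active replicate where run in duplicate; inactive means inhibition below 25%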
Target sequence (Q9BYT3 whole entry, looked up): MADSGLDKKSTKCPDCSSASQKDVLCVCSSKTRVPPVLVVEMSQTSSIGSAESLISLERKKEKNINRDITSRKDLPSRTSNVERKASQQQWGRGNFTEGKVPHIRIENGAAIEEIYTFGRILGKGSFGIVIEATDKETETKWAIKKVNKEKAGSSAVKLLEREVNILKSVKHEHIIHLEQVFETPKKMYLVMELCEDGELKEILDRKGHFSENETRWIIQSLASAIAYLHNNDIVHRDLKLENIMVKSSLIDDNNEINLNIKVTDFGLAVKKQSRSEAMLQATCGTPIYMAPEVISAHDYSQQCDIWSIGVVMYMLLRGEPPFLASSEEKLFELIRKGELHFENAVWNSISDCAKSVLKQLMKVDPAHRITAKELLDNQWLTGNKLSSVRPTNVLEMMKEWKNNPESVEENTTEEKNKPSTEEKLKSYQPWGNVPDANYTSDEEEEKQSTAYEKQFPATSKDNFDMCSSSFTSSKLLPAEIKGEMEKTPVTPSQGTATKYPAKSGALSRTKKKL
KCNQ2 block: KCNQ2 potassium channel inhibitors, primary screen, cell-based, CHO-K1, FluxOR thallium flux, B-score (AID 2156) | 310,000 compounds, 1.1% hits | 20 min; hits give low values | B-score at 10 µM | Potassium voltage-gated channel subfamily KQT member 2 (Rattus norvegicus), O88943;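 active means fluorescence ratio B-score at most minus 3 library SDs, with starting brightness B-score within 2 library SDs, cut at about -5.5 in these data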
Numbers without * were called inactive; i = inactive; . = not tested or not shown.

SMILES	Kir21 block	STK33 inh	KCNQ2 block
CC(C)Nc1nc(-c2cccnc2)nc(-c2ccc(Cl)cc2)c1C#N	-0.75	0.1	i
C=Cn1nc(C)c2ccccc2c1=O	-0.73	-3.2	i
COc1cc(Cl)nn(-c2ccccc2)c1=O	0.55	-0.5	i
CN1CCN(S(=O)(=O)c2ccc(NC(=O)c3ccc(F)cc3Cl)cc2)CC1	0.94	-0.2	i
CN1C(=O)C(CC(=O)Nc2ccc(F)cc2)N(Cc2cccs2)C1=S (configuration not stated)	0.92	-1.5	i
CC(C)(C)Nc1nc(Oc2ccc(=O)[nH]n2)nc(N2CCOCC2)n1	-0.85	-1.2	i
CC(=O)N1CCc2cc(S(=O)(=O)NCCCN3CCCCC3)ccc21	1.2	-0.1	i
Cc1ccc(OCCCCNC(C)(C)C)c([N+](=O)[O-])c1	-0.96	2.5	i
CCCNC(=O)Cn1c(=O)/c(=C\c2ccc(-c3ccc([N+](=O)[O-])cc3)o2)s/c1=C\C(=O)C(C)(C)C	-14	-1.0	i
CCSc1nnc(NC(=O)COc2ccccc2[N+](=O)[O-])s1	2.2	0.2	i
N#Cc1ccccc1Sc1ccccc1C(=O)Nc1ccc2ccccc2c1	-0.28	-0.7	i
CCCn1nc(NC(=O)COC)c2cc3cccc(C)c3nc21	-0.87	-0.5	i
COc1ccccc1C(c1nnnn1Cc1ccccc1)N1CCN(c2nc3ccccc3s2)CC1 (configuration not stated)	0.09	0.3	-8.8*
COCCCNC(=S)N/N=C/c1ccc(O)cc1O	0.8	1.7	i
CCCC(C)C(=O)Nc1ccc(Cl)cn1 (configuration not stated)	0.67	0.6	i
CS(=O)(=O)Nc1ccccc1C(=O)Nc1ccccc1Cl	0.68	-0.8	i
FC(F)Oc1ccc(N=C2SCC3CCCCN23)cc1 (configuration not stated)	-0.07	0.0	i
COc1ccc(OC)c(NC(=O)CSc2nnc(CNc3ccc(F)cc3)o2)c1	0.01	4.4	i
CS(=O)(=O)Nc1cccc(S(=O)(=O)N2CCN(C(=O)c3ccccc3)CC2)c1	0.19	-0.6	i
CC(=O)Nc1ccc(S(=O)(=O)NCc2nnnn2-c2ccc(Cl)cc2)cc1	1.1	-0.2	i
Cc1cccc(OCC(=O)NCc2ccccc2)c1	-0.2	-0.8	i
O=C(NCCN1CCOCC1)c1cccc(NS(=O)(=O)c2ccc(Br)cc2)c1	-0.14	.	i
Cn1nccc1NC(=O)Nc1cccc(Br)c1	1.4	-2.9	i
O=c1c2cnn(-c3ccccc3)c2ncn1Cc1ccccc1	-0.08	-3.7	i
Cc1ccc(Cn2ccc(NC(=O)c3cc(-c4cccc(Cl)c4)on3)n2)cc1	0.91	-5.3	i
CCCCCCOc1ccc(N2C(=O)CC(N3CCC(C(=O)OCC)CC3)C2=O)cc1 (configuration not stated)	1.7	1.4	i
CCOC(=O)CNC(=O)CSc1nnc(Cn2c(=O)sc3ccccc32)n1C	0.29	-1.3	i
O=C(NCc1ccc(Cl)cc1)c1cccc(NC2=NC3CS(=O)(=O)CC3S2)c1 (configuration not stated)	0.66	-1.3	i
CCc1ccc(S(=O)(=O)N/N=C\c2ccc3c(c2)OCO3)cc1	1	-1.0	i
N#Cc1nc(COc2ccc(F)cc2)oc1N1CCN(Cc2ccccc2)CC1	0.24	-0.2	-7*
O=C(NCCC(=O)N1CCC2(CC1)NCCc1[nH]cnc12)c1ccc(Br)cc1	1.1	-2.8	i
COc1ccc(-n2c(SCC(=O)Nc3ccc4c(c3)OCO4)nc3ccccc3c2=O)cc1	1.3	-0.6	i
COc1cc2nc(NC(=O)c3ccccc3)sc(=O)c2cc1OC	-2	.	i
O=C(NCc1cccnc1)c1cccn1-c1ncc(C(F)(F)F)cc1Cl	-1.1	-1.1	i
CCc1nnc(NC(=O)CSc2nnc(Cc3ccccc3)n2Cc2ccccc2)s1	1.1	-0.7	i
Cc1cc(C)c2ccc(Cl)cc2n1	2.2	1.8	i
O=C(O)CCN1C(=O)C(=C2CCCCCC2)SC1=S	-1.9	0.7	i
Cc1ccc(-c2nnc(N3CCOCC3)c3ccccc23)cc1S(=O)(=O)NCC1CCCO1 (configuration not stated)	-0.14	-2.8	i
CCCCC(Sc1nc(N)c(NC(=O)c2ccc(OCC)cc2)c(=O)[nH]1)C(=O)O (configuration not stated)	0.43	-1.7	i
O=C(CN1C(=O)C2C3C=CC(C3)C2C1=O)N1CC(=O)N(CCc2ccccc2)C(=O)C1 (configuration not stated)	-0.17	-1.5	i
O=C(O)C1C2C=CC(C2)C1C(=O)NCCc1ccncc1 (configuration not stated)	0.27	-3.0	i
O=C(Nc1c(F)cccc1F)C(c1ccccc1)c1ccccc1	1.3	-0.6	i
CC(C)N1CCC(=NNC(=O)c2ccc(Br)o2)CC1	1.5	-1.4	i
CCCC(=O)Nc1ccc(C(=O)n2ccc(C)n2)cc1	-0.01	-0.4	i
O=C(CN1C(=O)CCC1=O)NNc1ccc2ccccc2c1	-1.4	-4.1	i
CCOc1ccc(/C(O)=C2/C(=O)C(=O)N(CCOCCO)C2c2ccc(F)cc2)cc1 (configuration not stated)	-0.15	-1.7	i
Cc1nn(C(C)(C)C)c(N)c1-c1ccccc1	-1.9	-1.0	i
Cc1ccc(NC(=O)CNCCCN2CCOCC2)cc1S(=O)(=O)N1CCCCC1	0.8	-1.2	i
CC(=O)c1c(N(C)C)ccnc1C(F)(F)F	1.1	-0.5	i
N#Cc1c(NC(=O)Cn2cnc3ccccc3c2=O)oc(-c2ccccc2)c1-c1ccccc1	-0.92	0.2	i
CSc1ncccc1C(=O)N1CCN(S(=O)(=O)c2ccc(C)cc2)CC1	0.77	-1.6	i
COc1cccc(CN(C)C(=O)c2cc(S(=O)(=O)N3CCN(c4ccccc4)CC3)ccc2Cl)c1	-1.2	-1.3	-5.6*
CC(=O)c1sc(NC(=O)c2ccc(Cn3cc(Br)cn3)o2)nc1C	1.1	0.6	i
CCOC(=O)C1CCN(CC(=O)Nc2c(C(=O)OC)[nH]c3cccc(C)c23)CC1	0.19	0.2	i
O=[N+]([O-])c1cc2c(cc1[N+](=O)[O-])OCCOCCOCCOCCO2	0.18	0.4	i
O=S(=O)(Nc1cccc(S(=O)(=O)N2CCOCC2)c1)c1ccc2c(c1)OCCO2	1.9	-1.4	i
O=S(=O)(CCc1nc2ccccc2o1)c1ccc(Cl)c(Cl)c1	-0.69	-2.1	i
Cc1ccccc1-c1noc(-c2ccc(Cl)cc2)n1	0.18	-1.3	i
Cc1ccc(NC2CCCN(C(=O)c3cn4cc(Cl)ccc4n3)C2)cc1C (configuration not stated)	-0.02	.	i
Cc1cc(C(=O)Nc2nc3ccc(Cl)cc3s2)nn1C	-0.2	-0.6	i

Next part
SMILES	Kir21 block	STK33 inh	KCNQ2 block
Cc1ccccc1NC(=O)CSc1nn2c(=O)c(C)nnc2s1	-0.57	-1.8	i
COc1cccc(NC(=O)CN(C)C(=O)CCCc2nc3ccccc3s2)c1	0.32	-1.9	i
CS(=O)(=O)NCCCNc1ccc(C(F)(F)F)cc1[N+](=O)[O-]	-0.5	-1.3	i
Cc1cc(C)c(CN2CCC(n3nccc3NC(=O)C3CCCC3)CC2)cc1C	0.22	-0.4	i
COc1ccc(NC(=O)N2CCCC(C(=O)Nc3ccccc3OC)C2)cc1 (configuration not stated)	-0.7	-2.2	i
Cc1cc(C(=O)N2CCc3ccccc3C2)n[nH]1	-0.01	0.9	i
O=C(CNC(c1ccccc1)c1ccccc1)NCc1ccccc1Cl	-0.04	-0.3	-6*
O=C(CSc1nc2ncccc2[nH]1)NCc1ccccc1	1.7	-1.2	i
CCCOc1ccc(-c2nnn(CC(=O)N3CCCC(C)C3)n2)cc1 (configuration not stated)	-1.8	-0.3	i
COC(=O)C1=C(C(=O)OC)SC2(S1)C(C(=O)OC)=C(C(=O)OC)SC1=C2c2cc(C)ccc2NC1(C)C	0.85	-1.6	i
COc1cnn(-c2cccc(Cl)c2)c(=O)c1Cl	-0.99	0.4	i
Cc1ccccc1NC(=S)NNC(=O)c1ccoc1C	0.53	0.0	i
CCOc1cccc2sc(Cl)nc12	-1.3	-0.7	i
Cc1cccc(C)c1N=Cc1c(C(F)(F)F)[nH][nH]c1=O	-1.6	-0.5	i
CS(=O)(=O)N1CCC(C(=O)Nc2cc(Cl)cc(Cl)c2)CC1	1.9	0.8	i
O=S(=O)(NCCc1csc(-c2ccccc2)n1)c1cccnc1	0.54	-0.3	i
Cc1cc(C)n(-c2ccc(NC(=O)C3CCCCN3C(=O)c3sccc3C)cc2)n1 (configuration not stated)	4.1	0.2	i
c1ccc(Nc2ccnc(Nc3ccccc3)n2)cc1	-1	36*	i
O=C(O)CCC1(CCC(=O)O)c2ccccc2-c2ccccc21	1.2	-1.2	i
CC(C)(CO)N=C1NS(=O)(=O)c2cc([N+](=O)[O-])ccc21	-0.07	-2.2	i
CCOc1ccc(CCNC(=O)CCn2ccc3cc(S(=O)(=O)N4CCCC4)ccc32)cc1	-0.13	0.1	i
COc1ccc(Cc2nnc(NS(=O)(=O)c3ccc(Cl)cc3)s2)cc1OC	0.81	0.1	i
CCn1c(Cc2ccc(OC)cc2)nnc1SCC(=O)NC1CCCCC1	-0.77	-0.8	i
CCN(CC)c1ccc(S(=O)(=O)N2CCOCC2)cc1NC(=O)COC(=O)c1ccco1	0.22	-2.2	i
Cn1nc(C(F)(F)F)c(CN2CC(C)(C)C2=O)c1N1CCOCC1	-0.12	-0.2	i
CC(=O)c1cccc(NC(=O)NNC(=O)CCC(=O)Nc2ccc(C)c(C)c2)c1	0.01	.	i
Cn1cc(CN2CCN(CC(C)(C)C)C(CCO)C2)c2ccccc21 (configuration not stated)	0.07	0.1	i
Cc1ccc2[nH]c(=O)c(CN(C)C(=O)c3cccs3)cc2c1	-1.1	-1.4	i
CC(=O)Oc1ccc2occ(C(=O)c3ccccc3)c2c1	1.1	-0.2	i
CCOC(=O)N1CCN(C(=O)COC(=O)c2cc(Cl)c(O)c(Cl)c2)CC1	-1.7	-0.7	i

The list goes on; the last four above are carried over.
SMILES	Kir21 block	STK33 inh	KCNQ2 block
Cn1cc(CN2CCN(CC(C)(C)C)C(CCO)C2)c2ccccc21 (configuration not stated)	0.07	0.1	i
Cc1ccc2[nH]c(=O)c(CN(C)C(=O)c3cccs3)cc2c1	-1.1	-1.4	i
CC(=O)Oc1ccc2occ(C(=O)c3ccccc3)c2c1	1.1	-0.2	i
CCOC(=O)N1CCN(C(=O)COC(=O)c2cc(Cl)c(O)c(Cl)c2)CC1	-1.7	-0.7	i
Cc1csc(NC(=O)c2cc(C)nc3ccccc23)n1	-0.06	0.6	i
COc1ccc(NC(=O)c2ccco2)cc1NC(=O)c1cccs1	0.54	3.5	i
CCn1cc(C(=O)OCC(=O)N(C)Cc2ccccc2)c(=O)c2ccc(C)nc21	0.45	0.5	i
Cc1cccc(NC(=O)c2ccc(-n3cccn3)c([N+](=O)[O-])c2)c1	-0.5	-0.2	i
COc1ccc2c(c1)C1NC(=S)N[C@@](C)(O2)C1C(=O)Nc1ccccc1 (some centres not stated)	2	-1.2	i
COc1ccc(NC(=O)c2sc(SCc3ccccc3)nc2N)cc1	-1.3	-2.2	i
Cc1coc2c(C)c3oc(=O)c(CCC(=O)NCCC(=O)O)c(C)c3cc12	-0.42	1.2	i
CC(=O)Nc1ccc(S(=O)(=O)N2CCN(C(=O)N3CCOCC3)CC2)cc1	0.65	-2.0	i
CCN(CC)CCNS(=O)(=O)c1ccc(Cl)cc1	0.01	5.0	i
CC(C)CNC(=S)NC(=O)c1ccc([N+](=O)[O-])cc1	-0.32	-0.7	i
COc1ccc(Nc2nc3c(C)cccc3cc2C#N)cc1	-0.58	2.7	i
CCOc1ccc(C2N(c3cc(C)on3)C(=O)C3CCCN32)cc1OC (configuration not stated)	-0.11	0.8	i
CC1(C)Cc2c(cnn2-c2ccc(F)cc2)C(NC(=O)CCN2CCCC2=O)C1 (configuration not stated)	-0.05	-0.4	i
C=CC[n+]1c(-c2ccccc2)csc1NC(C)(C)C	-1.2	2.6	i
CCNC(=O)N1C(=O)C2(OCCO2)c2ccccc21	-0.71	-2.5	i
CC(=O)c1ccccc1OC(=O)CCN1C(=O)C2C3C=CC(C4CC34)C2C1=O (configuration not stated)	0.62	-2.2	i
O=C(CSc1nc(=O)n2ccccc2n1)N1N=C(c2cccs2)CC1c1ccc(F)cc1 (configuration not stated)	0.73	.	i
COc1ccccc1CNCc1cc(OC)c(OC)cc1OC	-0.37	-1.4	i
CCCC[C@@H]1CN=C(N)N1CCc1cccc(F)c1	-0.21	-0.5	i
N=c1c2c3c(sc2ncn1N)CCCCC3	0.97	0.2	i
N#C/C(=C/c1ccc(O)c(O)c1)C(=O)NCc1ccc(Cl)cc1	0.25	8.9	i

An excerpt of the results above, for reference:
SMILES	Kir21 block	STK33 inh	KCNQ2 block
CCCC[C@@H]1CN=C(N)N1CCc1cccc(F)c1	-0.21	-0.5	i
N=c1c2c3c(sc2ncn1N)CCCCC3	0.97	0.2	i
N#C/C(=C/c1ccc(O)c(O)c1)C(=O)NCc1ccc(Cl)cc1	0.25	8.9	i

Compounds as they come. About 1.9% of those tested had a hit in this group.
